Yeast superoxide = caloric restriction mimetics inhibiting age-related superoxide in yeast; S. cerevisiae aged cells, superoxide DHE fluorescence; active compounds read low; superoxide response (% of plate mean), % at 10 µM; 0.18% of 330,000 active;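 active = superoxide response under a set limit, about three screen SD below normal, cut at about 65% in these data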;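 note: yeast aged for seven days with compound at 30 °C before DHE staining; 100% = average MFI of all compound-treated wells on the plate with controls excluded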
MEP2 TOR yeast = modulators of TOR pathway MEP2-GFP in S. cerevisiae; S. cerevisiae MEP2-GFP strain, flow cytometry GFP, 3 h; 100% = DMSO control level; GFP response vs DMSO, % at 10 µM; 0.51% of 330,000 active;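 active = GFP response versus DMSO above a set limit, roughly screen mean plus 3 SD, cut at about 180% in these data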;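 note: median GFP fluorescence of the barcode-gated MEP2-GFP cells per well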
LAP4 TOR yeast = yeast TOR pathway LAP4-GFP modulation; S. cerevisiae LAP4-GFP multiplex, flow cytometry GFP, 3 h; median GFP as percent of DMSO wells; GFP response vs DMSO, % at 10 µM; 0.34% of 320,000 active;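 active = GFP response vs DMSO above a set limit, about the screen mean plus 3 SD, cut at about 150% in these data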
proCasp7 act = counter-screen for procaspase-3 activators: activators of human procaspase-7; P55210; recombinant procaspase-7, Ac-DEVD-pNA absorbance 405 nm; D23A/D198A/D206A triple mutant, cannot self-cleave; scale: DMSO 0, 5 µM enzyme 100; activation, % at 8.5 µM; 0.093% of 330,000 active; AID 463210;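 active = percent activation above the screen-wide mean plus 3 SD, cut at about 25% in these data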
Target sequence (P55210 whole entry D23A/D198A/D206A): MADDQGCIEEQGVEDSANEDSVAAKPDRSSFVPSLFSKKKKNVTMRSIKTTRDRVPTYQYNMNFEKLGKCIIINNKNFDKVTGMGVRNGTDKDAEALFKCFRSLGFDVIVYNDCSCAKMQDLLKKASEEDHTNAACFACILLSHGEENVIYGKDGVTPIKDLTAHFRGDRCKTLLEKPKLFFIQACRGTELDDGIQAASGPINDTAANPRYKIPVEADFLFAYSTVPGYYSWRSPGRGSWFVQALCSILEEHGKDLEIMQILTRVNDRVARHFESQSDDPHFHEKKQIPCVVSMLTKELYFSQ
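Test system: Procaspase-7 triple mutant (PC-7 D3A). Also added: Ac-DEVD-pNA substrate, 400 µM as added. Schedule: 1 h enzyme–compound preincubation and 2 h substrate reaction, both 25 °C. Signal: p-Nitroaniline absorbance at 405 nm, read at 0 and 120 min. Control set: low DMSO alone, high DMSO plus 5 µM PC-7.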
GASC-1 inh = inhibitors of human GASC-1 (JMJD2C) demethylase | Q9H3R0 | GST-JMJD2C(1-420) H3K9me3 demethylation, DELFIA europium | inhibition, % at 2.35 µM | 0.069% of 330,000 active;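 active = more than half of a compound's replicate wells show inhibition beyond 50%, single wells judged on their own value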;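 note: signal counts dimethyl H3K9 product captured on neutravidin plate; 0% = median of DMSO wells and 100% = 0.3 times that DMSO median; strong numbers were not always called active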
Target sequence (Q9H3R0 1-420 limits assumed): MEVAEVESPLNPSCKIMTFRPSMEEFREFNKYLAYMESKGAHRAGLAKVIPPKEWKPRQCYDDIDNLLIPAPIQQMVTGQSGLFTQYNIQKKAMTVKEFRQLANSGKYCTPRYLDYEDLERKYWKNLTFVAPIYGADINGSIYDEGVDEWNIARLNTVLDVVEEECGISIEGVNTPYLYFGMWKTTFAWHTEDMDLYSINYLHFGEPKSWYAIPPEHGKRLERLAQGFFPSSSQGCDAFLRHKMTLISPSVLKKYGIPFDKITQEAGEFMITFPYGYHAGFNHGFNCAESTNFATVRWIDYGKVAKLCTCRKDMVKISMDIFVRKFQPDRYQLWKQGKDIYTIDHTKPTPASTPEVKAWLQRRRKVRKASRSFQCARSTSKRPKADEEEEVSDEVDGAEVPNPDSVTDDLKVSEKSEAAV
RPL19A TOR yeast = yeast TOR pathway RPL19A-GFP modulation. AID 2025. 0.3% of 330,000 active. percent response vs DMSO, % at 10 µM. S. cerevisiae RPL19A-GFP strain, flow cytometry, 3 h; active compounds read low;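 active = percent response vs DMSO below 50%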;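 note: median channel GFP fluorescence of the barcoded RPL19A-GFP strain; ratio of sample median GFP to plate DMSO average so 100% = DMSO; lower means less RPL19A-GFP as with rapamycin TOR inhibition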
AHR act = activates the human aryl hydrocarbon receptor; 2.5% of 320,000 active; AID 2796; P35869; AHR-responsive luciferase reporter cells, luminescence; activation, % at 5 µM; in the data active = activation above about 47%;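 note: 0% = vehicle wells and 100% = reference agonist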
procasp3 activ = activates human procaspase-3; P42574; recombinant procaspase-3 D3A, Ac-DEVD-pNA absorbance 405 nm; activation, % at 8.5 µM; 0.11% of 330,000 active; AID 463141;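 active = activation above the mean of all tested compounds plus 3 SD, cut at about 21% in these data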;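 note: 0% = DMSO alone and 100% = DMSO wells spiked with extra 5 µM PC-3 D3A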
Target sequence (P42574 whole entry D9A/D28A/D175A): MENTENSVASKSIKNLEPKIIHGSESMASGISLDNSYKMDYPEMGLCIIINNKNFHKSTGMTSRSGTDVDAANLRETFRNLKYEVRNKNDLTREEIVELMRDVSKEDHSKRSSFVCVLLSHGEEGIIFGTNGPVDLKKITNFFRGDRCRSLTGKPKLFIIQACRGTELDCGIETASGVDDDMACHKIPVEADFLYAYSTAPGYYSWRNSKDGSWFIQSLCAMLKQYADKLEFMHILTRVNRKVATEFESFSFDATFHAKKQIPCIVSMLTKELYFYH
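Evaluation: percent activation relative to control range; Material: Procaspase-3 D3A mutant, all three cleavage aspartates alanine; Compound: single dose, 8.5 µM nominal compound, 0.8% DMSO; Replication: one well per compound; Signal: absorbance at 405 nm, 0 and 120 min; Schedule: 1 h preincubation plus 2 h reaction at 25 °C.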
* = called active by the depositor; i = inactive; · = not tested or not shown; & = joins results of further samples; [ ] = dose if it differs, or a comment. Hits appear at their usual frequency. About 3.8% of those tested had a hit in this group.

SMILES	Yeast superoxide	MEP2 TOR yeast	LAP4 TOR yeast	proCasp7 act	GASC-1 inh	RPL19A TOR yeast	AHR act	procasp3 activ
CS(=O)(=O)N(CC(=O)N1CCN(c2ccc(F)cc2)CC1)c1cccc(Cl)c1	i	92	101	2	-18	92	-1	2
O=C(Nc1nc2ccccc2s1)C1CCCN1S(=O)(=O)c1ccc(Cl)cc1 (stereo unspecified)	112	103	115	8	5	92	3	6
O=C(O)CCCCCNc1ccc2nsnc2c1[N+](=O)[O-]	100	107	110	-4	2	107	-5	-2
CC1CN(Cc2ccc(Cl)cc2Cl)CC(C)O1 (stereo unspecified)	88	93	92	14	7	91	3	-1
Cc1ccnc(NC(=O)CCC(=O)N(CC(=O)NC(C)(C)C)Cc2ccc3c(c2)OCO3)c1	78	103	99	-5	7	102	11	4
CCOC(=O)c1ccc(NC(=O)NCc2ccncc2)cc1	102	99	100	1	-8	104	0	4
COc1ccccc1NC(=O)CN1CCN(CC(=O)Nc2cc(NC(C)=O)ccc2OC)CC1	91	95	102	10	-1	96	-3	-1
Cc1ccc(C(C)(C)C)cc1S(=O)(=O)Nc1ncnc2sccc12	123	89	90	1	-22	91	1	-5
O=C(NCc1ccco1)/C(=C\c1cccs1)NC(=O)c1cccs1	102	111	107	4	12	108	-1	5
CCOc1ccccc1NC(=O)c1cccnc1	109	116	114	0	-4	108	94*	-2

One compound at a time, as listed above. Order of values: Yeast superoxide | MEP2 TOR yeast | LAP4 TOR yeast | proCasp7 act | GASC-1 inh | RPL19A TOR yeast | AHR act | procasp3 activ
`CC1CN(Cc2ccc(Cl)cc2Cl)CC(C)O1` (stereo unspecified) across the screens: 88 | 93 | 92 | 14 | 7 | 91 | 3 | -1
`O=C(NCc1ccco1)/C(=C\c1cccs1)NC(=O)c1cccs1` across the screens: 102 | 111 | 107 | 4 | 12 | 108 | -1 | 5
`Cc1ccc(C(C)(C)C)cc1S(=O)(=O)Nc1ncnc2sccc12` across the screens: 123 | 89 | 90 | 1 | -22 | 91 | 1 | -5
`CS(=O)(=O)N(CC(=O)N1CCN(c2ccc(F)cc2)CC1)c1cccc(Cl)c1` across the screens: i | 92 | 101 | 2 | -18 | 92 | -1 | 2
`CCOc1ccccc1NC(=O)c1cccnc1` across the screens: 109 | 116 | 114 | 0 | -4 | 108 | 94* | -2

Going on with the list.
SMILES	Yeast superoxide	MEP2 TOR yeast	LAP4 TOR yeast	proCasp7 act	GASC-1 inh	RPL19A TOR yeast	AHR act	procasp3 activ
Cc1cccc(CN2CCC(C(=O)Nc3cccc(-c4cccc(F)c4)c3)CC2)n1	118	104	87	0	3	99	6	6
Cc1ccc(CNc2ccc3nnc(-c4ccccc4)n3n2)cc1	104	95	99	7	-6	101	23	-1
OC(COCC1CC=CCC1)Cn1cnc2ccccc21 (stereo unspecified)	103	98	80	0	5	97	-3	5
CCCN(C(=O)CSc1nnnn1C)c1c(N)n(Cc2ccccc2)c(=O)[nH]c1=O	78	101	106	7	16	99	2	-3
Cc1nc2ccccc2n1CCc1nc2c3ccccc3nc(SCC#N)n2n1	92	107	81	2	3	105	-3	13
CCOC(=O)C1=C(COC(=O)/C=C/c2cccc([N+](=O)[O-])c2)NC(=O)NC1C (stereo unspecified)	118	103	99	-7	-7	107	2	-4
CCN1CCC(=NNC(=O)c2ccc(C)c([N+](=O)[O-])c2)CC1	80	96	·	0	35	98	20	1
COc1ccc(C(=O)N/C(=C/c2ccco2)C(=O)N2CCCCCC2)cc1	105	115	107	-6	-3	105	1	-7
COc1ccc(CNC(=O)CCC(=O)N2CCN(C(C)=O)CC2)cc1	99	100	100	-1	1	103	-1	6
COc1ccc2c(c1)OC[C@H]1[C@H]2N2C(=O)CN(C)C(=O)[C@@]2(C)[C@H]1c1ccccc1	97	95	94	1	0	97	-1	12
COc1ccc(NC(=O)N(Cc2ccc(C)cc2)Cc2ccccn2)c(OC)c1	102	102	103	-9	-5	99	7	2
O=C(Nc1ccc2c(c1)OCO2)C1CCN(C(=O)c2ccc(Cl)cc2)CC1	97	97	109	-3	-12	94	1	-1
COc1ccc(-c2cc(=O)[nH]c(=S)[nH]2)cc1	100	100	102	-7	33	98	2	-8
CCN(CC(=O)Nc1ccc(NC(C)=O)cc1)C(=O)COc1ccccc1Cc1ccccc1	106	99	84	·	10	100	·	·
Cc1ccc(OCCSc2ncnc3nc[nH]c23)cc1	95	92	89	3	-6	91	1	16
CN1N=C(C(F)(F)F)CC1=O	101	92	89	-9	48	85	-1	2
COc1ccc(NC(=O)CN(Cc2ccccc2)Cc2ccccc2)cc1S(N)(=O)=O	101	99	96	-1	50	99	2	2
NC1=NC2=C(CCCC2)C2(CCCCC2)S1	108	105	95	0	-16	91	1	-4
COc1ccc(C2C(C(=O)NCCN(C)C)c3ccccc3C(=O)N2C)cc1OC (stereo unspecified)	109	106	106	19	3	102	-2	2
CCOc1cc(C(=O)N2CCC(CC3CC(c4ccc(Cl)cc4)=NO3)(C(=O)NCC3CCCCC3)CC2)cc(OCC)c1OCC (stereo unspecified)	107	110	102	5	14	107	-3	4
CN(C)c1ccc(/C=N/NC(=O)c2ccc(CN3CCOCC3)cc2)cc1Br	101	101	99	-7	2	100	-1	-10
COC(=O)CSc1ncnc2c1sc1nc3c(cc12)COC(C)(C)C3	116	99	95	8	4	99	-4	6
COc1cc(/C=C/c2ccc3cccc(OC)c3n2)c(O)c([N+](=O)[O-])c1	101	109	116	-2	i	104	12	4
Cc1cc(Oc2cc(NN3CCCCC3)c([N+](=O)[O-])cc2[N+](=O)[O-])c(C(=O)c2ccccc2)cc1Cl	98	86	112	-3	i	101	0	-1
Cc1ccc(-n2c(C)cc(C=C(C#N)C#N)c2C)cc1	100	96	80	-2	28	98	5	-11
N#C/C(=C\N1CCOCC1)S(=O)(=O)c1ccc(Cl)cc1	111	103	113	-3	-30	101	-1	5
CSCCCN1CC[C@@H](N2CCN(c3ccccc3F)CC2)[C@H](O)C1	97	82	73	5	-7	84	-6	0
Cc1c(C)n(Cc2ccc(F)cc2)c2ccc(C(=O)N3CCN(c4ccccn4)CC3)cc12	115	100	93	-2	5	100	-2	2
O=C(CSc1nnc(CNC(=O)c2cccs2)o1)Nc1ccccc1F	101	120	104	3	-5	103	3	4
Cc1ccc(CN2CCN(Cc3cccc4c3OCO4)CC2CCO)cc1 (stereo unspecified)	107	99	105	-3	-11	96	15	-3

Part of the list above, with two lines to a compound:
Below each SMILES: Yeast superoxide | MEP2 TOR yeast | LAP4 TOR yeast | proCasp7 act | GASC-1 inh | RPL19A TOR yeast | AHR act | procasp3 activ
CN(C)c1ccc(/C=N/NC(=O)c2ccc(CN3CCOCC3)cc2)cc1Br
  101 | 101 | 99 | -7 | 2 | 100 | -1 | -10
COC(=O)CSc1ncnc2c1sc1nc3c(cc12)COC(C)(C)C3
  116 | 99 | 95 | 8 | 4 | 99 | -4 | 6
COc1cc(/C=C/c2ccc3cccc(OC)c3n2)c(O)c([N+](=O)[O-])c1
  101 | 109 | 116 | -2 | i | 104 | 12 | 4
Cc1cc(Oc2cc(NN3CCCCC3)c([N+](=O)[O-])cc2[N+](=O)[O-])c(C(=O)c2ccccc2)cc1Cl
  98 | 86 | 112 | -3 | i | 101 | 0 | -1

Next part
SMILES	Yeast superoxide	MEP2 TOR yeast	LAP4 TOR yeast	proCasp7 act	GASC-1 inh	RPL19A TOR yeast	AHR act	procasp3 activ
COc1cccc(-c2noc(C3CCCN(C(=O)c4ccccc4OC)C3)n2)c1 (stereo unspecified)	94	104	102	·	8	108	·	·
CCOC(=O)c1sc(/N=C/c2c(O)ccc3ccccc23)cc1C	94	97	91	-5	1	103	20	-1
Cc1cc(Oc2nc3ccccn3c(=O)c2/C=C(\C#N)C(=O)NC2CCS(=O)(=O)C2)ccc1Cl (stereo unspecified)	97	533*[may fluoresce violet]	81[may fluoresce violet]	-1	-17	60[may fluoresce violet]	3	-3
Cc1c(NC(=O)COC(=O)CCc2c[nH]c3ccccc23)c(=O)n(-c2ccccc2)n1C	101	96	91	1	1	95	-1	3
CC1CCCC(C)N1C(=O)CSc1nc2c(c(=O)n(C)c(=O)n2C)n1C (stereo unspecified)	106	103	91	0	0	101	0	2
CC(=O)/C(=N\Nc1cccc(Cl)c1)Sc1nnc(-c2ccccc2)n1-c1ccccc1	104	103	104	0	-21	102	8	1
O=C(COC(=O)c1ccc(Cl)nc1)NCc1cccs1	125	99	104	-3	-1	101	4	0
COC(=O)c1sc(-c2ccccc2)cc1NC(=O)c1ccc(F)cc1	102	106	100	6	-3	109	5	4
Cc1ccc(N/C=C/C(=O)c2ccco2)c(O)c1	102	307*[may fluoresce violet]	104[may fluoresce violet]	-11	-5	55[may fluoresce violet]	18	3
N/C(=N\OC(=O)c1ccccc1Cl)c1ccc(Cl)cc1	113	104	143	5	14	88	57*	-2
CCOC(=O)/C=C/C(=O)Nc1ccccc1-c1ccccc1NC(=O)/C=C/C(=O)OCC	101	108	97	0	-3	92	0	5
C=CCOc1c2ccc(C(=O)N(CC)c3ccc(OC)cc3)cc2nn1C	·	·	·	0	-17	·	3	6
Cc1ccccc1C(=O)NC(=S)Nc1ccccc1[N+](=O)[O-]	98	107	107	-5	-3	102	-3	-9
Cc1ccc(-n2c(=O)c3ccccc3n(CC(=O)C(C)(C)C)c2=O)cc1	77	95	115	3	11	99	2	-2
COc1cc(OC)c(NC(=O)CCNS(=O)(=O)c2cc(Br)cnc2N)cc1Cl	117	110	103	-10	6&7	108	10	4
Cc1ccc(/C=N/NC(=O)c2ccc(-c3ccccc3)cc2)o1	99	98	96	-3	24	103	11	-3
CC(C)CC(=O)N/N=C/c1c(N)n(C)c(=O)n(C)c1=O	94	100	102	0	16	102	4	2
Cc1c(NC(=O)c2cc(S(=O)(=O)N3CCCCC3)ccc2Cl)c(=O)n(-c2ccccc2)n1C	80	108	90	9	2	104	0	7
N=c1oc2ccc3ccccc3c2cc1-c1nc(-c2ccccc2)cs1	94	100	93	-21	6	91	15	-16
COc1ccc(C(=O)NCC(=O)OCC(=O)Nc2cccc(S(=O)(=O)N3CCCC3)c2)cc1	87	107	93	4	-11	104	0	5
